All columns: NCI-60 one-dose screen, growth in % after 48 h at 10 µM unless noted; 100 = growth as untreated, 0 = no growth, -100 = all killed.
NCI-H322M = NCI-H322M lung cancer | 80,000 compounds, 2.7% hits
HCC-2998 = HCC-2998 colon cancer. 79,000 compounds, 4.7% hits
COLO 205 = COLO 205 colon cancer; 79,000 compounds, 7.3% hits; AID 1794742
HT29 = HT29 colon cancer. AID 1794748. 81,000 compounds, 7.4% hits
SW-620 = SW-620 colon cancer. 82,000 compounds, 5.2% hits
SNB-75 = SNB-75 CNS cancer | 79,000 compounds, 5% hits
HCT-116 = HCT-116 colon cancer; AID 1794798; 82,000 compounds, 7.3% hits
KM12 = KM12 colon cancer cells; 82,000 compounds, 5% hits; AID 1794800
HCT-15 = HCT-15 colon cancer. 82,000 compounds, 5.2% hits. AID 1794746
The depositor's hits bear a star; . = not tested or not shown; & = joins results of further samples; [ ] = dose if it differs, or a comment. Rule for the calls: active = growth percent below 10; inactive = the rest.

No.	structure	SW-620	HCT-116	HT29	HCT-15	NCI-H322M
1	CCN(CC)CCCCCNc1cc(Cl)c(Cl)cc1[N+](=O)[O-]	95	82	.	97	95
2	O=C1/C(=C/c2cccc(OCc3ccc(Cl)cc3)c2)N=C2SCCCN12	108	100	102	100	93
3	C#CCn1c2c(c3ccccc31)C[C@]1(C)[C@H]3CC[C@@H]4[C@@H]5C(=CCC[C@H]5C(=C)C)CC[C@@]4(C)[C@]3(C)CC[C@H]1C2(C)C	98	101	104	104	103
4	CCCC(=O)O[C@]1(C(=O)CO)CCC2[C@@H]3CCC4=CC(=O)CC[C@]4(C)C3[C@@H](O)C[C@@]21C (some centres not stated)	107	103	107	113	101
5	CCOC(=O)c1c[nH]c2c(OC)ccc(OC)c2c1=O	105	98	100	101	97
6	c1ccc(C2Oc3ccccc3C3CC(c4ccco4)=NN32)cc1 (configuration not stated)	102	106	110	102	104
7	Nn1c(N/N=C/c2nc3ccccc3s2)n[nH]c1=S	105	107	112	122	109
8	CC(=O)Nc1ccc(C(=O)CCN2CCCCC2)cc1	111	103	96	99	108
9	OC(C[n+]1ccccc1)c1ccccc1 (configuration not stated)	102	98	101	102	122
10	CN1C(=O)NC(=NCc2ccccc2)C1NCc1ccccc1 (configuration not stated)	105	91	98	101	103

No.	COLO 205	HCC-2998	SNB-75	KM12
1	98	101	71	101
2	122	98	93	96
3	104	102	90	102
4	105	103	109	106
5	98	81	94	110
6	113	105	85	101
7	115	123	52	102
8	99	106	87	106
9	118	103	99	118
10	102	95	.	102

Continued:
No.	structure	SW-620	HCT-116	HT29	HCT-15	NCI-H322M
11	CCCOC(=O)c1ccc2c(c1)[N+](=O)C(C(=O)c1ccccc1)=C(C(F)(F)F)[N+]2=O	-83*	-73*	-92*	-66*	-92*
12	COc1ccc(-c2cc(NC(=O)Nc3nc4ccccc4s3)no2)cc1	102	91	106	88	67
13	C/C(=N\N=C\c1ccc(N(C)C)cc1)c1nnn(-c2ccc(Cl)cc2)c1C	107	108	110	103	108
14	CCOC(=O)c1c(Nc2nc3ccccc3s2)sc2c1CCC(=O)C2	19	11	55	45	85
15	O=C1NN(C(=O)c2ccccc2)C(c2ccccc2)=N/C1=C\c1cn(-c2ccccc2)nc1-c1ccccc1	108	107	96	105	94
16	O=C1C2CC(O)Cc3ccccc3N2C(=O)CN1CCO (configuration not stated)	104	99	94	102	106
17	O=C(Nc1cccc(-n2cc(-c3ccncc3)c(-c3cc(O)cc(Cl)c3)n2)c1)Nc1ccc(Cl)c(Cl)c1	-34*	-57*	.	-25*	19
18	CSC1=Nc2c(c(C)c(-c3ccccc3)n2CCCN2CCN(C)CC2)C2=NC(=O)CN12	101	93	98	102	97
19	Brc1nsc(SSc2nc(Br)ns2)n1	110	107	.	103	112
20	O=S(=O)(CC(O)C(Cl)(Cl)Cl)N(Cc1ccccc1)Cc1ccccc1 (configuration not stated)	107	112	108	103	96

No.	COLO 205	HCC-2998	SNB-75	KM12
11	-92*	-88*	-99*	-82*
12	116	99	75	100
13	120	106	104	103
14	66	104	75	48
15	112	113	88	99
16	104	100	84	109
17	22	0.6*	4.1*	2.3*
18	91	100	51	99
19	110	108	94	107
20	103	105	84	106

The list continues:
No.	structure	SW-620	HCT-116	HT29	HCT-15	NCI-H322M
21	NC(=O)Cc1ccc(N)cc1	98	109	.	114	126
22	CN1C(=O)[C@H]2c3c1cccc3[C@@]1(N)C(=O)[C@H](CCC1(C)C)C2(C)C	108	99	99	100	92
23	Clc1ccc(C2CC(c3cccc(Nc4ccncc4)c3)=NN2c2ccccc2)cc1 (configuration not stated)	-80*	-80*	-9.6*	-48*	70
24	COc1ccc(C2C(C#N)(C#N)C2(C#N)C#N)cc1	106	97	91	103	100
25	COc1cc(C=O)ccc1OCCOc1ccc(/C=N/NC(=O)Cn2c(C(C)C)nc3ccccc32)cc1OC	102	101	105	104	101
26	COc1ccc2cc([C@H](C)C(=O)N/N=C/c3ccc(Br)cc3)ccc2c1	.	103	106	101	98
27	O=C1c2ccccc2C(=O)c2cc(Br)ccc21	97	100	104	104	.
28	COc1ccc(Cl)cc1NC(=O)c1cc2c(n1C)-c1nc(NC(=O)C(C)C)sc1CC2	90	45	67	51	99
29	COc1ccc(C(=O)NC(=S)N2CCN(c3ncnc4c3cnn4-c3ccccc3)CC2)cc1	80	67	80	43	67
30	COc1ccc(CNC(=O)C(=O)[C@H](Cc2ccccc2)NC(=O)c2[nH]c3ccccc3c(=O)c2C)cc1	97	101	108	103	97

No.	COLO 205	HCC-2998	SNB-75	KM12
21	103	109	80	103
22	110	110	84	94
23	-64*	-32*	76	-7.3*
24	119	101	98	101
25	120	110	93	101
26	108	107	71	105
27	106	106	96	95
28	97	122	59	93
29	80	87	32	84
30	113	110	87	101

Next section.
No.	structure	SW-620	HCT-116	HT29	HCT-15	NCI-H322M
31	N#Cc1c(Nc2ccccc2)nn2c(-c3ccc(Cl)cc3)ccnc12	102	95	100	101	100
32	CN(C)c1ccc(/C=C\C(=O)c2ccccc2)cc1	66&61&64	59&94&76	58&59&54	72&67&83	88&103&97
33	O=C(CN1CCN(c2ccccc2)CC1)Nc1nc2c(s1)Nc1ccccc1NC2=O	109	103	101	102	104
34	COc1cc(NC(=O)CCSc2nc3ccccc3c(=O)n2CCc2ccccc2)cc(OC)c1OC	86	61	61	83	72
35	COc1cc2oc(-c3cccc(NC(=O)c4cccc(Br)c4)c3)cc(=O)c2c(OC)c1OC	65	40	35	31	76
36	COc1ccc(C2(OC)Oc3cc(OC)ccc3C(=O)C2(O)OC)cc1 (configuration not stated)	105	109	.	107	139
37	CCOCc1nc(N)nc(N)c1-c1cccc(Cl)c1	96	101	88	97	99
38	COc1ccc(-c2nnc(SCC(=O)Nc3ccc(C(=O)/C=C/c4ccc(Cl)cc4)cc3)n2-c2ccccc2)cc1OC	101[100 µM]	95[100 µM]	103[100 µM]	94[100 µM]	107[100 µM]
39	Cc1cc(C)c(Sc2c(C)cc(C)cc2C)c(C)c1	89	93	108	100	109
40	O=C1Nc2ccc(Cl)cc2/C1=N/c1nc(-c2ccc(F)cc2)cs1	28	28	23	44	66

No.	COLO 205	HCC-2998	SNB-75	KM12
31	122	107	111	101
32	99&104	100&88&97	93&100&70	58&50&52
33	111	99	91	105
34	80	106	63	.
35	58	58	63	40
36	107	98	93	100
37	125	112	101	97
38	101[100 µM]	115[100 µM]	44[100 µM]	103[100 µM]
39	101	99	85	98
40	31	42	59	28

More records.
No.	structure	SW-620	HCT-116	HT29	HCT-15	NCI-H322M
41	CCN(CC)S(=O)(=O)c1ccc(S(=O)(=O)N2CCC[C@@H](C(=O)N3CCN(C(=O)OC(C)(C)C)CC3)C2)cc1	80	54	92	92	89
42	NS(=O)(=O)c1ccc(C(=O)N/N=C/c2cn(S(=O)(=O)c3ccccc3)c3ccccc23)cc1	102	95	103	99	86
43	CCOc1ccc(N=Nc2ccc(C=O)c(S(=O)(=O)O)c2)cc1	107	100	93	100	.
44	CCOC(=O)C1=NNC(C(=O)OCC)C1C(=O)OCC (configuration not stated)	115	106	111	105	111
45	O=C1CCC(OC(c2ccc(Cl)cc2)c2ccc(Cl)cc2)N1 (configuration not stated)	104	93	85	101	98
46	CCN(CC)Cc1cc(Nc2c3ccccc3nc3cc(Cl)ccc23)ccc1O	-41*	-43*	-38*	-29*	-41*
47	CC(=O)C[N+](C)(C)C	103	105	99	98	92
48	COc1cc(-c2nc(-c3nnc(-c4cc(C(F)(F)F)cc(C(F)(F)F)c4)o3)c3ccccn23)cc(OC)c1OC	110	102	98	100	104
49	COCCOC(CC(F)F)c1ccc2ccccc2c1 (configuration not stated)	101	94	104	105	100
50	[N-]=[N+]=NC1CC(n2ccc(=O)[nH]c2=O)OC1COC(c1ccccc1)(c1ccccc1)c1ccccc1 (configuration not stated)	88	70	69	90	94

No.	COLO 205	HCC-2998	SNB-75	KM12
41	108	90	49	77
42	112	107	79	100
43	110	100	96	99
44	115	86	89	108
45	118	100	113	101
46	-100*	-100*	-100*	-30*
47	110	103	108	106
48	97	107	79	105
49	122	95	95	108
50	106	.	91	88

Next records:
No.	structure	SW-620	HCT-116	HT29	HCT-15	NCI-H322M
51	Cc1ccc(-c2nc(C#N)c(S(=O)(=O)N3CCN(S(=O)(=O)c4ccc(Cl)cc4)CC3)o2)cc1	109	85	117	103	97
52	CC1(C)CC[C@]2(C(=O)N3CCNCC3)CC[C@]3(C)C(=CC[C@@H]4[C@@]5(C)C/C(=C/c6ccncc6)C(=O)C(C)(C)[C@@H]5CC[C@]43C)[C@@H]2C1	100	96	116	95	92
53	C#CCn1c(-c2ccc(OC3CCCC3)c(OC)c2)nc(-c2ccccc2)c1-c1ccccc1	85	89	53	42	69
54	COc1ccc(-c2cc(-c3ccc(OC)c(OC)c3)nc(SCCCC(=O)NO)n2)cc1	2.6*	0.3*	4.7*	2.8*	.
55	CSc1oc(CCS(=O)(=O)c2ccc(C)cc2)nc1S(=O)(=O)c1ccc(C)cc1	101	99	105	98	91
56	Cc1ccc(/C=C2\COc3ccc(O)c(O)c3C2=O)cc1	-32*	-23*	13	-17*	31
57	COCCOc1ccc(-c2csc(NC(C)=O)n2)cc1NS(=O)(=O)c1cccc2c(N(C)C)cccc12	111	88	89	94	93
58	CCOC(=O)C1CC(O)CN1C (configuration not stated)	103	91	114	91	107
59	COc1ccc(-c2c(N)n[nH]c2-c2cc(Cl)ccc2O)cc1	97	85	104	72	69
60	CCOc1ccc([C@@H]2[C@@H](Oc3ccccc3)C(=O)N2c2cc(OC)c(OC)c(OC)c2)cc1	21	-4.0*	5.8*	11	39

No.	COLO 205	HCC-2998	SNB-75	KM12
51	124	106	86	109
52	113	114	88	106
53	86	85	71	43
54	-12*	-16*	-19*	16
55	107	105	76	97
56	30	9.5*	14	-20*
57	95	113	94	97
58	113	99	100	112
59	112	80	64	49
60	-47*	16	66	11

Seven records drawn at random from the list so far, as already listed:
No.	structure	SW-620	HCT-116	HT29	HCT-15	NCI-H322M
60	CCOc1ccc([C@@H]2[C@@H](Oc3ccccc3)C(=O)N2c2cc(OC)c(OC)c(OC)c2)cc1	21	-4.0*	5.8*	11	39
58	CCOC(=O)C1CC(O)CN1C (configuration not stated)	103	91	114	91	107
54	COc1ccc(-c2cc(-c3ccc(OC)c(OC)c3)nc(SCCCC(=O)NO)n2)cc1	2.6*	0.3*	4.7*	2.8*	.
55	CSc1oc(CCS(=O)(=O)c2ccc(C)cc2)nc1S(=O)(=O)c1ccc(C)cc1	101	99	105	98	91
51	Cc1ccc(-c2nc(C#N)c(S(=O)(=O)N3CCN(S(=O)(=O)c4ccc(Cl)cc4)CC3)o2)cc1	109	85	117	103	97
52	CC1(C)CC[C@]2(C(=O)N3CCNCC3)CC[C@]3(C)C(=CC[C@@H]4[C@@]5(C)C/C(=C/c6ccncc6)C(=O)C(C)(C)[C@@H]5CC[C@]43C)[C@@H]2C1	100	96	116	95	92
59	COc1ccc(-c2c(N)n[nH]c2-c2cc(Cl)ccc2O)cc1	97	85	104	72	69

No.	COLO 205	HCC-2998	SNB-75	KM12
60	-47*	16	66	11
58	113	99	100	112
54	-12*	-16*	-19*	16
55	107	105	76	97
51	124	106	86	109
52	113	114	88	106
59	112	80	64	49

More compounds follow:
No.	structure	SW-620	HCT-116	HT29	HCT-15	NCI-H322M
61	O=C(CNCc1ccccc1)Nc1ccc(-c2nc3ccccc3s2)cc1	101	95	98	91	82
62	COc1cc(C2C=C(c3cc(OC)c(OC)c(OC)c3)Nc3nc(SC)[nH]c(=O)c32)ccc1Oc1ccnc2cc(Cl)ccc12 (configuration not stated)	97	64	73	69	86
63	O=S(=O)(O)c1cccc2cccnc12	95	100	122	117	122
64	CCOC(=O)c1cnc2c(-c3nc4ccccc4s3)c(Nc3ccccc3)[nH]n2c1=O	87	55	81	74	76
65	Nc1ncnc2c1C(c1ccc(Cl)cc1)c1sc3c(Br)cccc3c1O2 (configuration not stated)	101	92	104	103	.

No.	COLO 205	HCC-2998	SNB-75	KM12
61	112	90	82	97
62	112	99	82	51
63	127	103	98	105
64	97	82	96	85
65	98	99	75	95

Screening results from PubChem BioAssay.

Rows were taken by chance. Share with any hit: about 12%.
